Assay outcomes as filed in PubChem BioAssay.
Apoferritin bind = candidate novel general anesthetic via apoferritin binding | apoferritin/1-aminoanthracene competitive binding, fluorescence | Potency, µM (highest dose often 77.5 µM), for the others: at the highest dose activity change, negative = displacement, actives largely listed as inhibitors | 350,000 compounds, 0.074% hits; note: potency is the fitted concentration of half-maximal effect; % is set by controls: 0 for no effect and ±100 for the full control effect; nearly all actives have a fitted effect of over 20% in size
Target sequence (P02791 2-175 limits assumed): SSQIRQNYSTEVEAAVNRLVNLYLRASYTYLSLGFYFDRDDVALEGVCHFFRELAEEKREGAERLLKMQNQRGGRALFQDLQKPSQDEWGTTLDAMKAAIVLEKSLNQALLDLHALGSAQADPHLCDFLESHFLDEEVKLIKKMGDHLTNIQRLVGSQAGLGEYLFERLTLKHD
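Apoferritin-based anesthetic binding model; compound displacement of fluorescent 1-AMA measured as endpoint fluorescence after 10 minutes at room temperature, scaled to free-ligand and complex controls.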
RXFP1 antagonist = antagonists of human relaxin receptor RXFP1; Q9HBX9; AID 1259400; activity change, negative = inhibition, % at 57.5 µM; HEK293-RXFP1, relaxin-stimulated cAMP HTRF, 30 min; stronger effect = lower value; 350,000 compounds, 0.59% hits;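 active = activity change of -60% or lower, but not beyond a set lower limit; inconclusive = change between -60% and -40%, or beyond the set limit; inactive = change above -40%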; note: % is set by controls: 0 for no effect and ±100 for the full control effect
POLK inh = inhibitors of human DNA polymerase kappa; Potency, µM (highest dose often 107 µM), inactives show at the top dose activity, negative = inhibition, most hits filed as inhibitors; AID 588579; Q9UBT6; purified Pol kappa, fluorescent DNA synthesis assay, 10 min; 400,000 compounds, 0.53% hits; note: potency is the fitted concentration of half-maximal effect; % is set by controls: 0 for no effect and ±100 for the full control effect
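Kinetic fluorescence screen: compound preincubated 15 min RT with 10 nM enzyme; 50 nM substrate (final) initiates; reads at 0/10 min.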
POLH inh = inhibitors of human DNA polymerase eta; 390,000 compounds, 1.2% hits; Potency, µM (highest dose often 114 µM), for inactives: top-dose activity change, negative = inhibition, usual class: inhibitors; Q9Y253; recombinant Pol eta, fluorescent DNA replication assay; note: potency is the fitted concentration of half-maximal effect; % is set by controls: 0 for no effect and ±100 for the full control effect
Target sequence (Q9Y253 whole entry, looked up): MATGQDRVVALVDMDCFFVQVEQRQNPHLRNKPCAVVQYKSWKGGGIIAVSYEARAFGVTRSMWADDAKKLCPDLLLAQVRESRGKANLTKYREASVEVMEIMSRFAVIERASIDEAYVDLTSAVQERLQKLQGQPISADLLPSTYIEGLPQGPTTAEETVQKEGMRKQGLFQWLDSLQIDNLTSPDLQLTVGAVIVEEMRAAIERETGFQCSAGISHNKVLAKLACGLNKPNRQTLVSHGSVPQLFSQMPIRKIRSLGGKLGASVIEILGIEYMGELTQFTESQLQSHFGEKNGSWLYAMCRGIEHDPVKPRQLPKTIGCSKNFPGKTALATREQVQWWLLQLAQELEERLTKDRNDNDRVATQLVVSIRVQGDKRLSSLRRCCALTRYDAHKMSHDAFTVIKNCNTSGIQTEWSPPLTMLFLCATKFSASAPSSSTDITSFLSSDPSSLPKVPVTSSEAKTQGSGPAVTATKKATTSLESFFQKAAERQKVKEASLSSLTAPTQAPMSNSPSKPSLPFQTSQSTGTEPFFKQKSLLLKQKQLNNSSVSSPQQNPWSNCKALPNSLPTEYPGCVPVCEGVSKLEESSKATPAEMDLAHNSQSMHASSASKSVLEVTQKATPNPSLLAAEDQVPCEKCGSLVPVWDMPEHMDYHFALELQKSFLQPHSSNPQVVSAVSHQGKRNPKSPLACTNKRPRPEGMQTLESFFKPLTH
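Fluorescent replication assay: 50 nM final substrate added after a 15 min room-temperature compound preincubation with 10 nM enzyme. Signal taken at 0 min and again at 10 min.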
BLM helicase inh = inhibitors of human Bloom syndrome helicase BLM | P54132 | recombinant BLM DNA unwinding, fluorescence dequenching | Potency, µM (highest dose often 56.1 µM), for the others: at the top dose activity change, negative = inhibition, hits mostly inhibitors | 350,000 compounds, 0.2% hits | AID 2528;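 note: potency is the fitted concentration of half-maximal effect; plate controls were vehicle for no effect and no enzyme for full effect; nearly all actives have a fitted effect of over 35% in size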
APE1 inh = blocks human APE1 abasic DNA cleavage | recombinant APE1, TAMRA/BHQ-2 abasic DNA cleavage fluorescence | AID 2517 | Potency, µM (titrated, usually from 65.8 µM), without a hit: top-dose activity change, negative = inhibition, usual class: inhibitors | 350,000 compounds, 0.35% hits | P27695;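 note: potency is the fitted concentration of half-maximal effect; plate controls were vehicle for no effect and reference inhibitor for full effect; nearly all actives have a fitted effect of over 55% in size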
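Activity was derived from the fluorescence gain between first and third kinetic reads (60 s intervals, ex 525/em 598 nm) after 50 nM THF-abasic TAMRA/BHQ-2 duplex was added to 0.75 nM APE1 preincubated 15 min with compound.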
PGK inhibitor = blocks T. brucei phosphoglycerate kinase | Potency, µM (series often up to 57.5 µM), for the others: at the top dose activity change, negative = inhibition, most hits filed as inhibitors | 380,000 compounds, 0.043% hits | P07378 | PGK/GAPDH coupled, Kinase-Glo luminescence, 60 min; note: potency is the fitted concentration of half-maximal effect; % is set by controls: 0 for no effect and ±100 for the full control effect; nearly all actives have a fitted effect of over 60% in size
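Luminescent ATP detection (Kinase-Glo Plus) follows a 60-minute room-temperature incubation, with wells lacking PGK as controls. Buffer: 100 mM TEA (pH 7.6), 5 mM MgCl2, 0.01% Tween-20. Coupling enzyme GAPDH (100 nM final) supplies unstable 1,3-BPG in-well.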
Pol iota inh = inhibitors of human DNA polymerase iota | Q9UNA4 | Pol iota fluorescent replication assay, 10 min | Potency, µM (series often up to 115 µM), without a hit: at the top dose activity, negative = inhibition, hits mostly inhibitors | 390,000 compounds, 1% hits; note: potency is the fitted concentration of half-maximal effect
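Pol iota at 10 nM preincubated 15 min with compounds at room temperature; reaction started with fluorescent substrate, 50 nM final. Fluorescence read kinetically at 0 and 10 min; buffer-only wells as negative control.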
Pol beta inh = inhibitors of human DNA polymerase beta | P06746 | AID 485314 | 340,000 compounds, 1.3% hits | Potency, µM (series often up to 114 µM), for the others: at the top dose activity change, negative = inhibition, most hits filed as inhibitors | Pol beta primer extension/strand displacement, fluorescence kinetic; note: potency is the fitted concentration of half-maximal effect; % is set by controls: 0 for no effect and ±100 for the full control effect
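Homogeneous kinetic assay of primer extension and strand displacement by 10 nM Pol beta, preincubated 15 min at room temperature with compound before 50 nM substrate (final) was added. Read at 0 and 10 min; four-parameter Hill fit.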
The depositor's hits bear a star; i = inactive; ? = inconclusive; . = no result given; & = joins results of further samples; [ ] = remark or other dose. Unless noted, calls come from the whole dose curve; as a rule, active = well fitted curve in the direction sought with a large enough effect; inconclusive = small, poorly fitted or top-dose-only effect, or another doubt; inactive = no such curve, though single readings can be large; an effect the other way counts as inactive or inconclusive.

Compound | Apoferritin bind | RXFP1 antagonist | POLK inh | POLH inh | BLM helicase inh | APE1 inh | PGK inhibitor | Pol iota inh | Pol beta inh
COc1cccc(CN2CCN(Cc3nc(-c4cccc(F)c4F)oc3C)CC2=O)c1 | -18% | -7 | -5% | -4% | -7% | 13% | -1% | 13% | 36%[activator]
Cc1ccc(Cc2cnc(N)s2)o1 | ? | -27 | 16µM* | 79µM* | -13% | 28µM* | . | ? | ?
CCCCc1cc(C)c(S(=O)(=O)c2ccccc2C)c(=O)[nH]1 | -11% | 3 | -9% | -15% | -3% | -8% | 4% | 26% | 9%
c1ccc(Cc2nnc(N3CCCCC3)c3ccccc23)cc1 | ? | -19 | -9% | -10% | -5% | -7% | -6% | 16% | 2%
Cn1cc(/C=C(\C#N)C(=O)Nc2ncc(Cc3ccc(Cl)cc3)s2)c2ccccc21 | -3% | -7 | 3% | -15% | -8% | 1% | -3% | 5% | 8%
O=C(O)c1ccc(CSc2nc3ccc(NC(=O)c4ccccc4C(=O)O)cc3s2)cc1 | -13% | -9 | -12% | 25µM* | -3% | -8% | -7% | ? | 1%
Cc1ccc(C)c2[nH]c(=O)c(CCNC(=O)CCc3ccccc3)cc12 | -10% | . | 2% | -23% | 0% | 20% | -4% | 27% | 13%
O=C(Nn1cnnc1)c1ccccc1Cl | -10% | 0 | 2% | -18% | 1% | 8% | -9% | 25% | 0%
Cc1occc(=O)c1O | 5%&1% | . | -8%[60.1 µM] | -8% | 6%&-6% | 15%&-13%&5% | 3% | -12% | -1%
CCOC(=O)C1CCCN(S(=O)(=O)c2ccc3[nH]c(=O)ccc3c2)C1 (stereo not drawn) | -12% | . | -6%[60.1 µM] | -11% | -1% | . | 3% | 10% | 19%
COCCCNCCCCOc1ccc(Br)cc1C | -14% | -12 | -8% | -14% | -1% | 0% | -8% | 21% | 2%
O=C(CSc1nnc(NC(=O)c2c(F)cccc2Cl)s1)Nc1ccccc1F | -16% | -8 | -41% | ? | 1% | -10% | 3% | -11% | -13%
COc1ccc(CNC(=O)CCNS(=O)(=O)c2ccc3c(c2)CCCC(=O)N3)cc1 | -11% | . | -5% | 6% | 0% | . | 0% | -8% | -1%
CCCCNC1C(CC)C(CCC)C(C#N)(C#N)C1(C#N)C#N (stereo not drawn) | -4% | -16 | -18% | -23% | -1% | 14% | -8% | -7% | -2%
CC(OC(=O)Cn1c(C(F)(F)F)nc2ccccc21)C(=O)N1CCCc2ccccc21 (stereo not drawn) | -14% | -8 | -6% | -3% | -8% | -1% | -6% | -2% | 19%
C/C(Cl)=C\CSc1nnc2n(N)c(=O)c3ccccc3n12 | -17% | 8 | -3% | -13% | -3% | 15% | -6% | -1% | 37%
CCOC(=O)Cc1csc(NC(=O)CSc2nnc(C3CC3)n2C)n1 | -8% | -9 | -3% | 4% | -9% | -4% | -2% | 10% | 14%
Cc1ccnc(NC(=O)c2cccc(NC(=O)COc3ccccc3)c2)c1 | -24% | -4 | -2% | 10% | -4% | 0% | -12% | -6% | 37%
CCOC(=O)c1c(NC(=S)Nc2ccc(Cl)cc2)sc2c1CCN(C)C2 | -8% | -16 | -6% | -6% | 81%[activator] | 0% | -3% | ? | 30%
COc1ccc2c(c1)O/C(=C\c1sccc1C)C2=O | 2% | -10 | -7% | -20% | 4% | -2% | -1% | 10% | -6%
COCCCn1c(SCc2ccc(OC)cc2)nc2cc(OC)c(OC)cc2c1=N | 1% | 9 | -12% | -13% | -4% | -4% | -7% | 11% | 15%
NC(=O)C1CCN(S(=O)(=O)c2ccc(N3CCCCS3(=O)=O)cc2)CC1 | -4% | 15 | -5%[60.1 µM] | -13% | 2% | . | i | 8% | -7%
COc1ccc2c(c1)C(C)=CC(C)(C)N2S(=O)(=O)c1ccc(NC(C)=O)cc1 | -21% | -1 | -14% | -3% | -11% | 22% | -1% | -23% | 3%
CCN(CC)S(=O)(=O)c1ccc(C(=O)N(c2ccccc2)C2C=CS(=O)(=O)C2)cc1 (stereo not drawn) | -13% | 13 | -5% | -8% | -4% | -1% | 4% | 57%[activator] | 17%
CN(CCc1ccccc1)C(=O)c1cccc(NC(=O)Cc2cccc(NC(=O)C3CCCN(C(=O)C4CCCC4)C3)c2)c1 (stereo not drawn) | . | . | -8% | -19% | . | . | -8% | 19% | .
CCOC(=O)c1c(NC(=O)COc2ccccc2Br)sc2c1CCCCC2 | -6% | -16 | 7% | -10% | -2% | . | -6% | 15% | -2%
CCOc1ccc(CCNC(=O)C2CCN(S(=O)(=O)c3ccc(C)cc3)CC2)cc1OCC | -1% | -3 | -5% | -17% | -6% | -4% | -4% | 18% | 8%
CCOC(=O)C1CCN(S(=O)(=O)c2cccc3nonc23)CC1 | 3% | -1 | -5% | 13% | 2% | 0% | -2% | 20% | -1%
Cn1cc([N+](=O)[O-])cc1-c1nc2ccccc2n1C | -13% | 10 | -8% | -17% | 2% | 13% | -1% | -1% | 18%
O=C(CCCN1C(=O)c2ccccc2C1=O)NCCCN1CCOCC1 | -5% | 1 | -4% | -15% | -1% | 9% | -12% | 16% | 3%

Entries of single compounds, quoted from the list. Order of values: Apoferritin bind	RXFP1 antagonist	POLK inh	POLH inh	BLM helicase inh	APE1 inh	PGK inhibitor	Pol iota inh	Pol beta inh
CCCCNC1C(CC)C(CCC)C(C#N)(C#N)C1(C#N)C#N (stereo not drawn) in the list: -4%	-16	-18%	-23%	-1%	14%	-8%	-7%	-2%
COc1cccc(CN2CCN(Cc3nc(-c4cccc(F)c4F)oc3C)CC2=O)c1 in the list: -18%	-7	-5%	-4%	-7%	13%	-1%	13%	36%[activator]

An excerpt from above, reduced to PGK inhibitor, Pol iota inh and BLM helicase inh.
smiles | PGK inhibitor | Pol iota inh | BLM helicase inh
CCOC(=O)c1c(NC(=S)Nc2ccc(Cl)cc2)sc2c1CCN(C)C2 | -3% | ? | 81%[activator]
CCCCNC1C(CC)C(CCC)C(C#N)(C#N)C1(C#N)C#N (stereo not drawn) | -8% | -7% | -1%
CN(CCc1ccccc1)C(=O)c1cccc(NC(=O)Cc2cccc(NC(=O)C3CCCN(C(=O)C4CCCC4)C3)c2)c1 (stereo not drawn) | -8% | 19% | .
CCOC(=O)C1CCN(S(=O)(=O)c2cccc3nonc23)CC1 | -2% | 20% | 2%

Next section:
Compound | Apoferritin bind | RXFP1 antagonist | POLK inh | POLH inh | BLM helicase inh | APE1 inh | PGK inhibitor | Pol iota inh | Pol beta inh
COc1cccc(C2/C(=C(\O)c3ccc4c(c3)OCCO4)C(=O)C(=O)N2c2nnc(C)s2)c1 (stereo not drawn) | -7% | 1 | -18% | -18% | -3% | -6% | -7% | -9% | 23%
C=CCN(CC=C)S(=O)(=O)c1ccc2nc(NC(=O)C(C)C)sc2c1 | -9% | -14 | -8% | -19% | -7% | -5% | 0% | 20% | 2%
COc1ccc(-c2c(C)nn3c(C(F)(F)F)cc(-c4ccc(Br)cc4)nc23)cc1 | -2% | 5 | -12% | . | 2% | . | . | 11% | 2%
COCCCN1C(=O)C2C(C(=O)Nc3cccc(Cl)c3)C3C=CC2(O3)C1C(=O)NC1CCCCC1 (stereo not drawn) | -3% | 5 | -1% | -15% | -2% | 11% | -6% | 141%[activator] | 42%
COc1ccc(C(C)=O)cc1CSCCC(=O)O | -10% | 4 | -9% | -17% | -1% | 11% | 1% | -2% | 38%
O=C(CCOc1ccccc1)OCC(=O)c1cc2ccccc2o1 | ? | -3 | -18% | ? | -13% | 8% | 12% | -5% | ?
Cc1nc2ccccn2c1C(=O)NN=C1CCN(C)CC1 | -3% | -7 | 16% | -6% | -2% | ? | i | 49% | 24%
CCOC(=O)C1=C(CSCC(=O)OC)NC(=O)NC1c1cc(C)ccc1C (stereo not drawn) | -14% | 1 | -2% | -12% | -2% | 1% | i | -5% | -2%
Cc1ccc(S(=O)(=O)N2CCOCC2)cc1C(=O)Nc1ccc(C(N)=O)cc1 | 4% | 11 | -11% | -17% | -4% | 5% | -1% | 5% | 8%
Cc1nnc2ccc(-c3ccc(NS(C)(=O)=O)cc3)nn12 | -4% | -2 | -1% | -19% | -2% | -6% | -1% | 4% | -1%
COc1cccc(NC(=O)CSc2cccc[n+]2[O-])c1 | . | -11 | 13% | -12% | . | 14% | -10% | 20% | .
O=C(COc1ccc(Cl)c2cccnc12)N1CCOCC1 | . | -8 | -10% | -2% | . | 7% | -10% | 6% | .
N=C1C(c2nc3ccccc3s2)=C(O)CN1NC(=O)c1ccc([N+](=O)[O-])cc1 | 0% | -4 | 0% | 50µM* | 2% | 6% | -3% | ? | 3%
CC(=O)N1CCCc2ccc(NS(=O)(=O)c3cccc(Cl)c3)cc21 | 0% | -12 | 7%[60.1 µM] | -16% | 0% | . | -6% | 15% | -1%

2 of these compounds, set out differently.
Every second line gives: Apoferritin bind, RXFP1 antagonist, POLK inh, POLH inh, BLM helicase inh, APE1 inh, PGK inhibitor, Pol iota inh, Pol beta inh
> Cc1nnc2ccc(-c3ccc(NS(C)(=O)=O)cc3)nn12
    -4%, -2, -1%, -19%, -2%, -6%, -1%, 4%, -1%
> COc1cccc(NC(=O)CSc2cccc[n+]2[O-])c1
    ., -11, 13%, -12%, ., 14%, -10%, 20%, .

An excerpt from above in order of the Pol beta inh value, high to low.
Compound | Apoferritin bind | RXFP1 antagonist | POLK inh | POLH inh | BLM helicase inh | APE1 inh | PGK inhibitor | Pol iota inh | Pol beta inh
CC(OC(=O)Cn1c(C(F)(F)F)nc2ccccc21)C(=O)N1CCCc2ccccc21 (stereo not drawn) | -14% | -8 | -6% | -3% | -8% | -1% | -6% | -2% | 19%
Cc1ccc(S(=O)(=O)N2CCOCC2)cc1C(=O)Nc1ccc(C(N)=O)cc1 | 4% | 11 | -11% | -17% | -4% | 5% | -1% | 5% | 8%
CCCCNC1C(CC)C(CCC)C(C#N)(C#N)C1(C#N)C#N (stereo not drawn) | -4% | -16 | -18% | -23% | -1% | 14% | -8% | -7% | -2%

Some of the compounds tested; rates above refer to the full screens.
